Screens: PubChem BioAssay, National Center for Advancing Translational Sciences (NCATS)
RXFP1 antag – blocks the human relaxin receptor RXFP1; Q9HBX9; HEK293-RXFP1, relaxin-stimulated cAMP HTRF, 30 min; hits give low values; activity change, negative = inhibition, % at 57.5 µM; hit rate 0.59% among 350,000; AID 1259400;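 active means activity change of -60% or lower, but not beyond a set lower limit; inconclusive means change between -60% and -40%, or beyond the set limit; inactive means change above -40%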; further: on the % scale 0 is the no-effect control and ±100 the full control effect
D1 PAM – human D1 dopamine receptor positive modulation. P21728. HEK293 TREx D1 cells, calcium flux, dopamine EC20 potentiation. potentiation, % at 10 µM. hit rate 0.036% among 360,000. AID 504651; in the data active means potentiation above about 30%; further: 0% is about no effect
Target sequence (P21728 whole entry, looked up): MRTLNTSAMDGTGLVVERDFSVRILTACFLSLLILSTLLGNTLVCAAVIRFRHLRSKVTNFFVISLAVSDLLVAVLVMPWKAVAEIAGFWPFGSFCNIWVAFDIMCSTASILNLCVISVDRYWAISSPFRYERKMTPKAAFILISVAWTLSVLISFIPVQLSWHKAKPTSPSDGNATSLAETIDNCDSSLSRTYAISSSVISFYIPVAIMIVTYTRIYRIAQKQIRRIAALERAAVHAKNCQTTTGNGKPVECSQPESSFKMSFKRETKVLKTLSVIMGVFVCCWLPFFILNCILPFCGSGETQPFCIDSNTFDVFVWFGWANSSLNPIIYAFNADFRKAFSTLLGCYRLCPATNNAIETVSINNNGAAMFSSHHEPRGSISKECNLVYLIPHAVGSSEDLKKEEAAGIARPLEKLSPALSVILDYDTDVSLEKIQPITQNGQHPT
D1 antag – antagonists of human D1 dopamine receptor | P21728 | HEK293 TREx D1 cells, calcium flux, dopamine EC80; hits give low values | activity change, negative = inhibition, % at 10 µM | hit rate 3.2% among 360,000; in the data active means activity change below about -30%; further: on the % scale 0 is the no-effect control and ±100 the full control effect
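Inducible Hek293 Trex D1 cells (tetracycline, overnight, 30 C). Calcium dye 30–90 min RT. Antagonist mode: EC80 dopamine added after 180 s compound read.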
D2 PAM – positive allosteric modulators of human D2 dopamine receptor; hit rate 0.34% among 340,000; potentiation, % at 10 µM; AID 485347; HEK293 T-REx D2, calcium flux, EC20 dopamine potentiation; P14416;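 active means potentiation over 3 SD above the plate norm, cut at about 30% in these data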; further: 0% is about no effect
Target sequence (P14416 whole entry, looked up): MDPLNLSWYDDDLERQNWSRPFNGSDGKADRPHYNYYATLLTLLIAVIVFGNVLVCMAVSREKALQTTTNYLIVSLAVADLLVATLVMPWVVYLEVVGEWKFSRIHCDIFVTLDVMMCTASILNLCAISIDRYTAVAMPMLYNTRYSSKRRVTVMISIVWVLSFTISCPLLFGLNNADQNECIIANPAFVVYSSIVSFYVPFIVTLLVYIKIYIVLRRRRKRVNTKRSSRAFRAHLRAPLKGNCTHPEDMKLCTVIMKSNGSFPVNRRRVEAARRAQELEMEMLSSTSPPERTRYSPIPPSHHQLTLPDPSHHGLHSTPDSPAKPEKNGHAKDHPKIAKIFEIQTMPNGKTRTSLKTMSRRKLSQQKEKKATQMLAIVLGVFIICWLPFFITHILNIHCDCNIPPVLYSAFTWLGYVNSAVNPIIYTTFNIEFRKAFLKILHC
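Using a no-wash calcium dye in inducible, force-coupled HEK293 Trex cells expressing D2, we tracked fluorescence each second for 180 s after compound, then for 180 s after EC20 dopamine to detect augmented signalling.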
Vif-A3F inh – inhibitors of Vif-A3F interaction; HeLa A3F-eYFP + Vif (tagged APOBEC3F with the HIV-1 protein that degrades it), YFP fluorescence increase; Potency, µM (titrated, usually from 46.1 µM), for the others: at the highest dose activity, negative = active; hit rate 0.2% among 390,000; further: potency means the concentration at half of the fitted maximal effect; % of control where 0% means no effect; nearly all actives have a fitted effect of over 65% in size
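HeLa cells stably expressing Vif plus C-terminally eYFP-tagged A3F were seeded, incubated overnight at 37 deg C, dosed with compound, incubated overnight again at 37 deg C. Yellow fluorescence (Ex 488/Em 500-530) reported blocked Vif-mediated A3F-eYFP degradation.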
D1 agonist – agonists of human D1 dopamine receptor. HEK293 T-REx D1 cells, calcium flux, agonist mode. activation, % at 2 µM. hit rate 1% among 360,000. P21728. AID 504660; in the data active means activation above about 30%; further: 0% is about no effect
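Tetracycline-induced HEK293 TREx D1 cells, force-coupled to calcium signalling, were dye-loaded with a no-wash calcium kit. Compound was pin-added after a 10 s baseline. Fluorescence was read kinetically at 1 cycle/s for 180 s, with calcium rises flagged as agonism.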
RXFP1 ag – activates the human relaxin receptor RXFP1; HEK293T-RXFP1 cAMP TR-FRET, 30 min; response scale: percent of porcine relaxin response, buffer zero; hit rate 0.3% among 370,000; Potency, µM (series often up to 57.5 µM), for the others: top-dose activation, actives largely listed as activators; further: potency means the concentration at half of the fitted maximal effect; on the % scale 0 is the no-effect control and ±100 the full control effect; nearly all actives have a fitted effect of over 60% in size; many of its hits are not listed in these tables
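HEK293 cells stably expressing RXFP1, treated 30 min at 37C with compounds plus PDE4 inhibitor Ro 20174; cAMP measured by HTRF TR-FRET. Normalized to buffer and 29 nM porcine relaxin; EC50 by Hill fit.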
GRP78 ERSR act – ER stress response induction in glioma. U87-MG GRP78 promoter luciferase reporter, 16 h. Potency, µM, without a hit: at the highest dose activation, usual class: activators. hit rate 0.02% among 420,000. AID 602332; further: potency means the concentration at half of the fitted maximal effect; series mostly up to about 76 µM; % of control where 0% means no effect; nearly all actives have a fitted effect of over 35% in size
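ERSR induction read as luciferase luminescence (Bright-Glo, 10 min at room temperature) in stably transfected human U87-MG glioma cells exposed to compounds for 16 h, using GRP78 as sensor.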
Vif-APOBEC3G blk – inhibitors of Vif-APOBEC3G interaction; Potency, µM (series often up to 46.1 µM), for the others: top-dose activity, negative = active, usual class: inhibitors; HeLa A3G-eYFP + Vif (tagged APOBEC3G with the HIV-1 protein that degrades it), YFP fluorescence, overnight; hit rate 0.076% among 410,000; Q9HC16;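 further: potency means the concentration at half of the fitted maximal effect; on the % scale 0 is the no-effect control and ±100 the full control effect; nearly all actives have a fitted effect of over 60% in size; hits raise eYFP signal because A3G escapes Vif-driven loss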
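HeLa cells stably expressing Vif and C-terminally eYFP-tagged A3G, seeded overnight at 37 deg C, then exposed to compound by pintool overnight at 37 deg C. Rise in yellow fluorescence (Ex 488/Em 500-530, Acumen) marks blocked Vif-driven A3G degradation.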
Active calls of the source: *; ? = inconclusive; nt = not tested or not shown. Unless noted, the call rests on the fitted dose curve; in most records, active means well fitted curve in the direction sought with a large enough effect; inconclusive means small, poorly fitted or top-dose-only effect, or another doubt; inactive means no such curve, though single readings can be large; an effect the other way counts as inactive or inconclusive. These rows are one share of the data (hit frequency here may not be typical).

SMILES	RXFP1 antag	D1 PAM	D1 antag	D2 PAM	Vif-A3F inh	D1 agonist	RXFP1 ag	GRP78 ERSR act	Vif-APOBEC3G blk
CC(C)=CCCC(C)CN1CCC(n2nccc2NC(=O)c2ccc3c(c2)OCO3)CC1 (centres undefined)	-6	-7	11	nt	-4%	4	3.4%	0%	0%
O=C1CN(C(=O)CSc2nc3ccccc3c(=O)n2CC2CCCO2)c2ccccc2N1 (centres undefined)	1	1	-2	nt	11%	0	5.5%	-2%	-5%
Cc1ccccc1OCCSc1nc(C)c(Cc2ccccc2)c(=O)[nH]1	-9	-3	-18	12	nt	4	-1.7%	nt	nt
N#C[C@@H]1N(Cc2ccccc2)C(=O)[C@H]2CC3C=CC21O3 (some centres undefined)	nt	-8	-32*	8	-2%	2	-0.7%	-4%	-8%
COc1ccccc1CCNC(=O)C1CCC(=O)N(Cc2cccc(F)c2)C1 (centres undefined)	-2	-2	-9	-2	-2%	1	0.9%	4%	1%
COc1ccc(S(=O)(=O)N2CCN(C(=O)c3ccc([N+](=O)[O-])o3)CC2)cc1	14	-8	-5	nt	-10%	-1	-0.4%	?	?
CCN(Cc1ccccc1)C(=O)Cn1c(=O)oc2cc(S(=O)(=O)N3CCCCCC3)ccc21	-9	-2	-16	11	nt	6	-2.0%	nt	nt
COc1ccccc1CCNC(=O)c1cc(C2CC2)nc2c1cnn2C(C)C	?	-9	-1	-8	-11%	5	-1.2%	-2%	-1%
COc1ccc(C(C)N2CC34C=CC(O3)C(C(=O)O)C4C2=O)cc1 (centres undefined)	7	-6	20	-16	-2%	1	1.5%	-7%	7%
COC(=O)Cn1c(=NC(=O)c2nc3ccccc3s2)sc2cc(S(C)(=O)=O)ccc21	nt	-3	-25	-7	nt	0	6.5%	nt	nt
CC1CCCN(c2nc3ccccc3nc2C(C#N)S(=O)(=O)c2ccccc2)C1 (centres undefined)	-5	-4	12	-4	nt	5	-0.2%	-1%	-22%
O=C(CN(c1ccc(Cl)c(C(F)(F)F)c1)S(=O)(=O)c1ccccc1)N/N=C/c1cccc2c1OCCO2	nt	1	-14	0	-13%	6	1.1%	6%	-1%
COC(=O)c1[nH]c2cccc(OC)c2c1NC(=O)CN1CCN(c2cccc(OC)c2)C(C)C1 (centres undefined)	-23	10	11	-4	1%	2	2.4%	-7%	1%
O=C(NCCNc1ccnc2cc(Cl)ccc12)c1ccccc1F	-1	-5	-28	-1	5%	5	0.0%	-3%	2%
O=C(O)c1cc(S(=O)(=O)N2CCOCC2)c[nH]1	-4	2	16	-15	1%	2	-0.5%	-4%	-1%
CCCCCn1c(CCNC(=O)CCC)nc2ccccc21	-4	-2	7	-5	0%	2	2.0%	-4%	0%
CCCn1c(N)c(C(=O)CN(C)CC(=O)Nc2cccc(F)c2)c(=O)[nH]c1=O	9	3	2	0	-3%	3	-1.3%	-4%	-2%
CN1C(=O)C2(OCCCO2)c2ccccc21	2	-8	26	15	9%	0	-0.7%	-1%	-1%
CCOC(=O)c1cc(C)n(CCc2ccccc2)c1C	-9	4	7	-3	nt	-1	0.9%	5%	1%
COc1cc(CNC(=O)c2cc(-c3ccccc3)n[nH]2)cc(OC)c1OC	-12	-2	13	8	1%	-1	0.5%	-4%	-4%
CCOc1ccc2nc(N3CCCC(C(=O)Nc4cc(Cl)c(OC)cc4OC)C3)sc2c1 (centres undefined)	-10	-3	0	-4	3%	1	-0.2%	-1%	-3%
O=C(NCCc1cccs1)C1CC(c2cccc([N+](=O)[O-])c2)=NO1 (centres undefined)	nt	-7	0	17	-1%	8	1.2%	1%	0%
C#CC(CC)(CC)NC(=O)c1cc(S(=O)(=O)N2CCCCC2)ccc1N1CCOCC1	-13	-6	21	4	-9%	0	-0.2%	0%	0%
Cc1c(CCOC(=O)c2cccc([N+](=O)[O-])c2)sc[n+]1CC(=O)c1ccccc1	-1	-5	13	3	0%	-2	13%	-1%	2%
Cc1[nH]c(=O)c(C#N)c2c1CCCC2	2	-5	-1	nt	-12%	4	-0.2%	-3%	-2%

Overlap with the part before: 3 entries; new compounds follow.
SMILES	RXFP1 antag	D1 PAM	D1 antag	D2 PAM	Vif-A3F inh	D1 agonist	RXFP1 ag	GRP78 ERSR act	Vif-APOBEC3G blk
C#CC(CC)(CC)NC(=O)c1cc(S(=O)(=O)N2CCCCC2)ccc1N1CCOCC1	-13	-6	21	4	-9%	0	-0.2%	0%	0%
Cc1c(CCOC(=O)c2cccc([N+](=O)[O-])c2)sc[n+]1CC(=O)c1ccccc1	-1	-5	13	3	0%	-2	13%	-1%	2%
Cc1[nH]c(=O)c(C#N)c2c1CCCC2	2	-5	-1	nt	-12%	4	-0.2%	-3%	-2%
Cc1cccc(NC(=O)CSc2nc(-c3cccc(C)c3)nc3c2Cc2c(CO)cnc(C)c2O3)c1	-9	-2	-10	-2	-1%	1	1.6%	-5%	0%
CC/C(=N/O)c1cnnc(SC)n1	5	2	16	6	4%	4	-5.8%	-3%	2%
COc1ccc(-n2c(CN3CCOCC3)nc3ccc([N+](=O)[O-])cc3c2=O)c(OC)c1	-3	-3	4	2	1%	0	0.9%	?	-3%
O=C1OC2(O)C3C4C=CC(C4)C3C(=O)N2c2ccccc21 (centres undefined)	4	-2	0	2	7%	2	-0.2%	-4%	0%
Cc1ccccc1Nc1nc(N2CCOCC2)nc(N2CCOCC2)n1	-6	5	9	-2	-2%	-1	0.3%	-2%	0%
C=Cc1ccc(Cn2c(C)c(CNCCc3ccccc3C)c(C(=O)O)c2C)cc1	2	-1	-9	-7	2%	-1	-2.9%	-3%	5%
CN(Cc1c(C(=O)N/N=C/c2cccc(O)c2)nnn1-c1nonc1N)C1CCCCC1	1	2	15	-1	-6%	8	-0.6%	-3%	0%
Cc1c(Br)c(=O)oc2c(C)c(O)ccc12	42	-1	-8	11	-8%	10	19%	2%	-4%
CC(=O)N1CCOc2ccc(S(=O)(=O)NCc3ccc(C)cc3)cc21	1	1	0	-21	0%	2	0.6%	-3%	5%
O=C1OCCC1S(=O)(=O)c1ccc2ccccc2c1 (centres undefined)	20	-1	2	12	-1%	0	0.7%	3%	0%
O=C(O)c1cccc(NC(=O)c2ccc(COc3ccc(Cl)cc3)cc2)c1	-8	-7	-15	-7	-12%	3	0.2%	1%	-9%
O=C(COC(=O)C1CC2CCCC(C1)C2=O)NC(=O)c1ccccc1 (centres undefined)	9	-1	11	-18	6%	1	-0.8%	-2%	3%
C[C@H]1CN([C@@H](C)CO)C(=O)CCCn2cc(nn2)CO[C@@H]1CN(C)S(=O)(=O)c1cccc(F)c1	-14	nt	nt	nt	0%	nt	nt	-5%	-8%
COc1ccc(CCN(Cc2ccccn2)C(=S)Nc2cccc(SC)c2)cc1OC	4	-7	-22	1	1%	4	0.8%	-9%	-3%
CCCCNc1nc2c(S(=O)(=O)c3ccc(Cl)cc3)nnn2c2ccsc12	-30	-8	-51*	-2	-4%	0	?	-3%	2%
Cc1ccc(CN(C(=O)COc2cccc(Cl)c2)c2ccccn2)o1	nt	-1	5	0	-3%	-3	3.9%	0%	-2%
C=CCn1c(SCC(=O)N(C(C)CC)C2CCS(=O)(=O)C2)nc2ccccc2c1=O (centres undefined)	-12	2	-11	-10	1%	7	3.5%	-2%	0%
CCCCOC(=O)c1ccc(NC(=S)NC(=O)c2c(Br)c(C)nn2C)cc1	nt	-1	-1	14	7%	0	7.0%	-7%	2%
O=C(CSc1cccc[n+]1[O-])N1CCc2ccccc21	1	-3	6	-3	1%	0	1.0%	7%	1%
CCC(SC1=N/C(=C/c2ccccc2OC)C(=O)N1c1ccccc1)C(=O)Nc1cc(C)on1 (centres undefined)	-6	-3	18	2	-8%	4	1.1%	0%	-1%
COc1cccc(-n2nnnc2SCC(=O)c2cc(OC)ccc2OC)c1	nt	-3	-3	6	nt	0	29%	nt	nt
N#Cc1cccc(S(=O)(=O)NCCOc2ccccc2F)c1	1	-5	-23	-3	5%	4	1.8%	-4%	2%
O=C(O)CCCNC(=O)c1cncc(O)c1	8	-2	3	0	5%	4	2.5%	-4%	2%
Cc1ccc(Nc2nc(N)nc(CSC(=S)N3CCOCC3)n2)c(C)c1	-3	-3	2	-3	7%	1	-0.4%	5%	-11%
O=C(O)C1CCCCC1C(=O)Nc1ccc2c(c1)CCC2 (centres undefined)	-8	0	-25	-6	3%	3	0.4%	-1%	-2%
CC1CCCCN1C(=O)Cc1ccc(Cl)cc1 (centres undefined)	-5	-4	4	8	0%	1	0.9%	3%	1%
CCOC(=O)c1sc(NC(=O)c2nc3nc(C)cc(C(F)F)n3n2)c(C(=O)OC)c1C	nt	1	6	4	-3%	0	22%	-2%	2%

Among those listed so far, 5 contain two or more sulfur atoms:
SMILES	RXFP1 antag	D1 PAM	D1 antag	D2 PAM	Vif-A3F inh	D1 agonist	RXFP1 ag	GRP78 ERSR act	Vif-APOBEC3G blk
COC(=O)Cn1c(=NC(=O)c2nc3ccccc3s2)sc2cc(S(C)(=O)=O)ccc21	nt	-3	-25	-7	nt	0	6.5%	nt	nt
COc1ccc(CCN(Cc2ccccn2)C(=S)Nc2cccc(SC)c2)cc1OC	4	-7	-22	1	1%	4	0.8%	-9%	-3%
CCCCNc1nc2c(S(=O)(=O)c3ccc(Cl)cc3)nnn2c2ccsc12	-30	-8	-51*	-2	-4%	0	?	-3%	2%
C=CCn1c(SCC(=O)N(C(C)CC)C2CCS(=O)(=O)C2)nc2ccccc2c1=O (centres undefined)	-12	2	-11	-10	1%	7	3.5%	-2%	0%
Cc1ccc(Nc2nc(N)nc(CSC(=S)N3CCOCC3)n2)c(C)c1	-3	-3	2	-3	7%	1	-0.4%	5%	-11%
